# Bioassay records deposited in PubChem by several laboratories.
# Rtt109 Vps75 – inhibitors of Candida albicans Rtt109/Vps75 histone acetyltransferase | purified Rtt109/Vps75, ThioGlo CoA-SH fluorescence, 4 h | Q5AAJ8 | inhibition, % at 34.9 µM | 330,000 compounds, 0.16% hits;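 active means inhibition of at least 50% in every replicate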
# Wnt bcat act – activates Wnt/beta-catenin signaling in a reporter cell assay; 300,000 compounds, 1.2% hits; activator, plate reader; activation, % at 9.35 µM; in the data active means activation above about 30%, passing the limit was not always enough;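 further: 0% = neutral control wells and 100% = positive control wells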
# RTF Ca sens act – cardiac RTF calcium sensitization. P19429+P45379. IANBD-labeled TnC RTF fluorescence at EC20 calcium; 0% EC20 calcium, 100% full calcium. activation, % at 7.2 µM. 340,000 compounds, 0.24% hits. AID 493008;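 active means activation above the mean over all tested compounds plus 3 SD, cut at about 30% in these data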;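 further: rise in fluorescence read as greater calcium sensitivity of cardiac thin filaments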
# SR-BI DiI-HDL act – SR-BI HDL lipid transfer activation. activation, % at 12.5 µM. CHO ldlA[mSR-BI] cells, DiI-HDL uptake fluorescence, 3 h; 100 = double the neutral-control signal. 320,000 compounds, 0.096% hits;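 active means mean replicate activation of at least 60% and every replicate at or above 60%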;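 further: 0% = median plate neutral-control signal and 100% = twice that signal; values of inactives mirror those of a sister screen read the other way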
#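 Material: SR-BI-overexpressing, LDLR-lacking CHO cells; schedule: compound exposure 3 h, 37 °C; reagent: DiI-labelled HDL at 10 µg/mL final; technique: bottom-read fluorescence, 550/595 nm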
# SR-BI DiI inh – inhibitors of mouse SR-BI mediated HDL lipid uptake. inhibition, % at 12.5 µM. ldlA[mSR-BI] CHO cells, DiI-HDL uptake fluorescence, 3 h. 320,000 compounds, 0.96% hits. Q61009;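 active means mean replicate inhibition of at least 70% and a set share of replicates each scoring 70 or more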;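 further: 0% = median of neutral control wells and 100% = median of positive control wells; values of inactives mirror those of a sister screen read the other way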
# dFosB activator – enhances mouse delta FosB homodimer DNA binding; purified delta FosB, TAMRA-CDK5 oligo fluorescence polarization; percent of positive-control signal above neutral wells; activation, % at 25 µM; 340,000 compounds, 0.99% hits; AID 493131;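 active means mean activation above about 17%, with every replicate also reaching it, limit read from the data, passing the limit was not always enough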;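 further: fluorescence polarization rise as delta FosB binds a TAMRA Cdk5 AP-1 oligo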
# Target sequence (P13346 whole entry, looked up): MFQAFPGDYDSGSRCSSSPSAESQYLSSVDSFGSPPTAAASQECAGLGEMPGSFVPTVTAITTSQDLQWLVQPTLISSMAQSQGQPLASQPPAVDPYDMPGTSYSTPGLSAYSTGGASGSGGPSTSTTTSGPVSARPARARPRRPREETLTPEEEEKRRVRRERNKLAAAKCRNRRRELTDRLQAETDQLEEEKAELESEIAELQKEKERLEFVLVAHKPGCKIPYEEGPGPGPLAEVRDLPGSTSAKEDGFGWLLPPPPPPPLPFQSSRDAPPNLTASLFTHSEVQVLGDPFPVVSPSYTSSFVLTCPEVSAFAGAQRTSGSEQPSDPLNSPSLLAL
# PvdQ acylase – P. aeruginosa PvdQ acylase inhibition | 340,000 compounds, 0.063% hits | AID 488965 | inhibition, % at 10 µM | purified PvdQ acylase, fluorescence plate reader; in the data active means inhibition above about 30%, passing the limit was not always enough;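 further: 0% = vehicle neutral wells and 100% = reference inhibitor wells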
# CDK5 p35 inh – CDK5/p35 (human) kinase inhibition; 330,000 compounds, 0.01% hits; inhibition, % at 10 µM; Q00535+Q15078; Recombinant CDK5/p35, ADP-Glo luminescence, 60 min; AID 488839;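 active means highest replicate inhibition of at least 50% and at least 75% of replicates reaching 50%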;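 further: plate controls were DMSO neutral control for no effect and GW8510 at 10 µM for full effect; many of its hits are not listed in these tables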
# Target sequence (Q00535 whole entry, looked up): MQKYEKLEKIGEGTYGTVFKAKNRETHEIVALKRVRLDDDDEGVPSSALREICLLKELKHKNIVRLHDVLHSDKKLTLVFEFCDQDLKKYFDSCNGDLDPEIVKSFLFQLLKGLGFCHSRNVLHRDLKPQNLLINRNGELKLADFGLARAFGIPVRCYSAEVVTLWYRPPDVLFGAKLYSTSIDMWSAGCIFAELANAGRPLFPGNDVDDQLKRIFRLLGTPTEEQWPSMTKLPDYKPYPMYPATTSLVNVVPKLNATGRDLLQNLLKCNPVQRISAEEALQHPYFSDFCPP
# Target sequence (Q15078 whole entry, looked up): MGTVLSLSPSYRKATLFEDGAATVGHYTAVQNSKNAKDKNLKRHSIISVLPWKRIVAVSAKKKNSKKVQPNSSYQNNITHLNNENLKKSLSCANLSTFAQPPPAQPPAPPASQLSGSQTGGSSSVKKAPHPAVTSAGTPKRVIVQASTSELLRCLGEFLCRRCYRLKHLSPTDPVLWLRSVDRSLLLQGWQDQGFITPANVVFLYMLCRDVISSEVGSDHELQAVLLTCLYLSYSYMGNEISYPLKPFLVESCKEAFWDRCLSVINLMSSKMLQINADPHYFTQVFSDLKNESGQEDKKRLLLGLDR
# MITF act – activators of MITF-driven TRPM1 promoter activity in SK-MEL-5 cells; AID 588334; SK-MEL-5 TRPM1-promoter luciferase, 24 h; % of positive control, neutral wells = 0; 300,000 compounds, 0.75% hits; activation, % at 12.5 µM;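 active means mean activation of at least 80% with every replicate also reaching 80%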;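 further: 0% = neutral control wells and 100% = parthenolide positive control wells; values of inactives mirror those of a sister screen read the other way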
# HTR5A ag – HTR5A agonism, opioid heterodimer counter-screen. P47898. HTR5A agonist assay, luminescence, cell-based. activation, % at 9.3 µM. 340,000 compounds, 0.61% hits; in the data active means activation mostly above about 9.5%, no sharp cut-off; inactive means mostly below about 7.6%;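 further: 0% = cells with vehicle only and 100% = reference agonist; strong numbers were not always called active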
# Active calls of the source: *; x = no result given. Hits appear at their usual frequency; about 4.4% have a hit in one of these screens.
# Sequence of screens – Rtt109 Vps75	Wnt bcat act	RTF Ca sens act	SR-BI DiI-HDL act	SR-BI DiI inh	dFosB activator	PvdQ acylase	CDK5 p35 inh	MITF act	HTR5A ag
> CCO[C@H]1OC(C(=O)Nc2ccccc2)=C[C@@H](c2coc3ccccc3c2=O)[C@@H]1CCCO
 : -0.2	-1.5	-5.4	-12.7	12.7	-15.0	-15.7	0.4	11.0	1.1
> O=C(CN1CCN(c2ccc([N+](=O)[O-])cc2)CC1)Nc1ccccn1
 : -7.9	x	3.9	-7.6	7.6	4.4	2.1	-0.6	1.2	1.3
> COc1cccc(C2c3c(oc4ccc(F)cc4c3=O)C(=O)N2CCN2CCOCC2)c1OC (stereo unspecified)
 : -6.2	-3.0	-1.9	35.8	-35.8	-4.8	-1.9	2.2	x	2.0
> CCOc1ccc2nc(Cl)c(C3CC(c4ccco4)=NN3S(=O)(=O)c3ccccc3)cc2c1 (stereo unspecified)
 : -5.4	13.4	-7.9	-14.0	14.0	-2.1	-1.1	-0.2	-6.3	3.8
> Cc1ccsc1/C=N/NC(=O)c1ccccn1
 : -4.5	29.5	0.5	23.2	-23.2	-4.3	1.2	0.7	13.7	0.4
> O=C(O)c1cc(-c2ccccc2)nc2ccccc12
 : -1.7	-20.4	6.4	19.4	-18.2	0.7	-12.8	1.2	-2.9	5.7
> O=[N+]([O-])c1ccccc1CN1CCN(S(=O)(=O)c2ccccc2)CC1
 : -5.4	1.3	-0.2	11.0	-11.0	0.1	21.3	0.9	8.9	1.9
> Cc1ccc(SCc2[nH]nc3c2C(C(C)C)C(C#N)=C(N)O3)cc1 (stereo unspecified)
 : -0.4	x	0.2	2.1	-2.1	2.5	-18.0	-2.7	-3.9	3.7
> COCCN(C(=O)c1sc2ccccc2c1Cl)c1c(N)n(CC(C)C)c(=O)[nH]c1=O
 : 5.7	-1.0	-2.7	26.0	-26.0	2.6	0.5	1.0	8.7	3.9
> CCOc1c(C)cnc2c1c(=O)n(CC(=O)NCC1CCCO1)c(=O)n2C (stereo unspecified)
 : -10.3	-2.1	0.2	10.7	-10.7	1.6	-7.5	0.4	-10.1	-0.3
> CC(=O)Nc1ccnc(-c2cccnc2)n1
 : 0.2	-0.5	-1.8	31.5	-31.5	0.7	-7.8	0.5	0.5	-0.3
> COC(=O)CN1C(=O)[C@H]2[C@@H](c3ccc(C)o3)N3C(=O)CN(Cc4ccccc4)C(=O)[C@@]3(Cc3ccccc3)[C@H]2C1=O
 : 5.4	-8.1	-11.3	11.9	-11.9	6.0	-6.5	-4.4	-1.5	-8.7
> CC(Oc1ccccc1)C(=O)N1CCc2ccccc2C1 (stereo unspecified)
 : -7.5	1.2	-2.0	3.4	-3.4	-0.9	-19.3	0.1	7.4	3.4
> COC(=O)CCCC1=CC2=C(c3ccccc3)C(=O)C(C)(OC(=O)C3CCCC3)C(=O)C2=CN1CCN1CCOCC1 (stereo unspecified)
 : -4.7	-0.9	-2.9	10.4	-10.4	-2.5	-1.0	0.5	-6.2	-0.8
> CC1(C)Cc2c(cnn2-c2ccccc2)C(NC(=O)CCCN2CCCC2=O)C1 (stereo unspecified)
 : 0.6	2.2	-3.1	x	-64.4	-0.3	-7.8	0.7	2.2	-7.7
> NC1=NC(c2ccc([N+](=O)[O-])cc2)N(c2ccc(F)cc2)C(N)=N1 (stereo unspecified)
 : -0.6	8.3	6.3	-3.3	3.3	5.0	-8.8	0.6	4.7	2.2
> N#Cc1ccc(CN2CCN(C(=O)c3cc(Cl)c4c(c3)OCCO4)CC2)cc1
 : 7.1	0.2	1.8	-11.7	11.7	-5.5	-20.4	-1.6	-13.3	2.5
> CC(C)CCNC(=O)C(c1cccs1)N(CC1CCCO1)C(=O)Cn1nnc2ccccc21 (stereo unspecified)
 : 5.6	x	1.9	20.0	-20.0	1.4	-0.4	0.2	-6.8	3.5
> CCC1CCCCN1CCCNC(=O)c1ccc(N2CCCC2=O)cc1 (stereo unspecified)
 : -3.4	-0.5	-1.0	18.4	-18.4	-6.9	-7.4	x	-0.6	1.8
> CCOC(=O)c1cnc(SC)nc1Sc1cc(Cl)ccc1Cl
 : 8.4	x	-3.0	-7.7	7.7	0.7	-14.7	-1.1	10.1	-7.1

# The last four compounds of the section above come first, to join the parts:
# Sequence of screens – Rtt109 Vps75	Wnt bcat act	RTF Ca sens act	SR-BI DiI-HDL act	SR-BI DiI inh	dFosB activator	PvdQ acylase	CDK5 p35 inh	MITF act	HTR5A ag
> N#Cc1ccc(CN2CCN(C(=O)c3cc(Cl)c4c(c3)OCCO4)CC2)cc1
 : 7.1	0.2	1.8	-11.7	11.7	-5.5	-20.4	-1.6	-13.3	2.5
> CC(C)CCNC(=O)C(c1cccs1)N(CC1CCCO1)C(=O)Cn1nnc2ccccc21 (stereo unspecified)
 : 5.6	x	1.9	20.0	-20.0	1.4	-0.4	0.2	-6.8	3.5
> CCC1CCCCN1CCCNC(=O)c1ccc(N2CCCC2=O)cc1 (stereo unspecified)
 : -3.4	-0.5	-1.0	18.4	-18.4	-6.9	-7.4	x	-0.6	1.8
> CCOC(=O)c1cnc(SC)nc1Sc1cc(Cl)ccc1Cl
 : 8.4	x	-3.0	-7.7	7.7	0.7	-14.7	-1.1	10.1	-7.1
> Fc1ccc(C2CC(c3ccccc3)n3ncnc3N2)cc1 (stereo unspecified)
 : -2.2	x	-0.4	2.5	-2.5	-10.2	-14.1	1.1	-3.7	-0.7
> CCN1CCN(C2CCCCC2NS(=O)(=O)c2ccccc2)CC1 (stereo unspecified)
 : 6.7	0.8	0.9	x	x	-2.3	-1.6	0.5	-1.0	-4.5
> COc1ccc(-c2cn[nH]c2-c2ccc(OC)cc2)cc1
 : -0.2	-3.2	2.3	-62.9	62.9	-11.0	-5.1	1.4	-4.7	-4.1
> CCOC(=O)c1c(NC(=O)CN2CCC(C)CC2)sc(C)c1C
 : 3.2	-4.5	-1.9	3.3	-3.3	7.7	6.7	-0.8	3.7	-1.2
> COc1ccc(N(C)S(=O)(=O)c2cccc(C(=O)N3CCN(S(=O)(=O)c4ccc(C)cc4)CC3)c2)cc1
 : 7.7	-2.0	0.4	12.2	-12.2	-5.4	-13.6	-2.5	8.5	-0.5
> CCn1c(CSc2nnc(-c3ccncc3)n2C)nc2cc(C(=O)O)ccc21
 : -14.2	0.7	3.0	38.9	-38.8	-73.2	-0.6	1.0	-11.8	6.2
> NC(=O)c1nn(-c2ccccc2)nc1N
 : 28.0	1.9	2.8	19.1	-19.1	3.4	1.1	0.5	10.4	0.2
> COc1ccccc1CN(Cc1nc2ccccc2c(=O)[nH]1)C(=O)Nc1ccccc1C
 : 5.3	x	6.1	-5.4	5.4	-9.8	-5.4	-2.2	-4.6	6.5
> Cc1ccc(/C=N/NC(=O)CSc2nc3ccccc3o2)cc1
 : 3.4	x	0.7	17.3	-17.3	15.5	-1.0	-1.3	39.4	4.7
> CCN1CCCC1CNS(=O)(=O)c1cc(Br)cc2c1N(C(=O)C1CC1)CC2 (stereo unspecified)
 : -0.8	x	2.2	-5.3	5.3	-6.7	2.9	-0.8	x	3.2
> Cc1cc2cc(CNC(=O)c3ccc(Br)o3)ccc2n1C
 : 0.3	1.5	3.3	33.2	-33.2	-9.0	-16.9	1.8	-7.3	0.3
> Cc1ccc2nc(NC3=NCN(Cc4cccnc4)CN3)nc(C)c2c1
 : 1.3	-1.9	4.2	37.7	-37.7	3.8	-2.9	-1.7	x	2.8
> CC(=O)NC(=S)Nc1ccc(S(=O)(=O)Nc2nc(C)cc(C)n2)cc1
 : 3.4	-9.4	2.5	2.8	-2.8	-6.7	16.4	0.1	-0.2	-1.7
> CCOc1cccc(C2/C(=C(/O)c3ccc4c(c3)CC(C)O4)C(=O)C(=O)N2Cc2ccncc2)c1 (stereo unspecified)
 : 10.6	-2.4	1.3	19.7	-19.7	-10.8	-2.3	0.9	1.3	-1.6
> COc1ccc(C(CC(=O)O)NC(=O)COc2ccccc2OC)cc1OC (stereo unspecified)
 : 6.8	x	-5.9	-4.1	4.1	-2.1	4.3	-1.2	-7.4	-1.2
> O=C(NCCO)Nc1ccc(Cl)cc1
 : 31.9	-0.5	-2.4	x	x	5.0	5.2	0.6	2.6	4.0
> CN(C)c1ccc(C=C2C=CC=C2)cc1
 : -2.7	0.4	-6.2	-6.3	6.3	-8.2	-5.6	-0.2	42.3	-0.3
> CC1CCCCN1CCCNC(=O)CN1C(=O)c2cccnc2Oc2ccc(Cl)cc21 (stereo unspecified)
 : 0.3	0.4	-0.4	-0.1	0.1	2.8	-4.7	1.0	-1.8	-0.7
> Cc1cccc(/C(N)=N/OC(=O)Cc2ccccc2)c1
 : -0.1	13.9	3.5	-0.4	0.4	-2.5	-9.6	-0.3	74.3	1.0
> CCOC(=O)/C(C#N)=C\c1ccc2c(c1)OCO2
 : -1.4	-5.0	-3.4	11.6	-11.6	1.9	10.2	2.4	17.6	1.5

# The listing continues.
Structure	Rtt109 Vps75	Wnt bcat act	RTF Ca sens act	SR-BI DiI-HDL act	SR-BI DiI inh	dFosB activator	PvdQ acylase	CDK5 p35 inh	MITF act	HTR5A ag
O=C(NCCN1C(=O)S/C(=C\c2cccnc2)C1=O)c1ccc(S(=O)(=O)N2CCCC2)cc1	-6.4	0.5	4.7	19.8	-19.8	-5.3	2.9	0.7	6.5	0.3
Nc1nonc1C(=O)N/N=C/c1ccc(-c2cccc([N+](=O)[O-])c2)o1	10.4	-1.9	-0.2	-25.5	25.5	1.6	-2.2	-1.4	x	-1.9
Cc1ccc(C)c(-c2csc(-c3cccnc3)n2)c1	3.7	4.1	9.9	-5.0	5.0	-4.8	-1.8	-5.0	3.1	-5.3
CC(NCc1ccccc1Cl)C(=O)Nc1ccc(S(=O)(=O)N2CCCC2)cc1 (stereo unspecified)	-0.5	-2.5	-5.5	-4.7	4.7	-1.0	6.2	-1.2	-6.8	-1.5
COc1ccc(OCCSc2nc(C)nc3ccccc23)cc1	3.8	-2.8	-3.5	-0.9	0.9	-2.2	-1.1	0.2	15.3	6.8
COc1ccc(C(=O)CCC(=O)Nc2ccc(Cl)cc2)cc1	-13.8	-0.9	6.0	1.7	-1.7	-3.5	-14.9	1.6	x	-1.4
O=Cc1cccc2ccc3cccc(C(=O)O)c3c12	-2.7	3.6	5.0	5.9	-5.9	-11.6	-17.9	1.7	0.3	0.4
O=C(/C=C/c1ccccc1)NNC1=NS(=O)(=O)c2ccccc21	8.4	-1.3	-6.8	12.3	-12.3	-0.9	0.5	-0.5	-2.1	-7.6
COc1ccc(-c2csc(NC(=O)c3ccc(N4C(=O)CCC4=O)cc3)n2)cc1OC	1.2	-0.7	0.0	-36.6	36.6	-8.8	-14.4	0.8	-6.5	1.3
